KCNK3 block = human KCNK3 channel inhibition, primary screen | O14649 | CHO-KCNK3 thallium flux, FluxOR fluorescence; hits give low values | B-score at 10 µM | actives 0.84% (n = 340,000) | AID 602410;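 active means B-score under library mean minus 4 SD, starting fluorescence ratio at most library mean plus 5 SD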;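 further: more negative B-score means stronger inhibition of thallium flux through KCNK3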
Target sequence (O14649 whole entry, looked up): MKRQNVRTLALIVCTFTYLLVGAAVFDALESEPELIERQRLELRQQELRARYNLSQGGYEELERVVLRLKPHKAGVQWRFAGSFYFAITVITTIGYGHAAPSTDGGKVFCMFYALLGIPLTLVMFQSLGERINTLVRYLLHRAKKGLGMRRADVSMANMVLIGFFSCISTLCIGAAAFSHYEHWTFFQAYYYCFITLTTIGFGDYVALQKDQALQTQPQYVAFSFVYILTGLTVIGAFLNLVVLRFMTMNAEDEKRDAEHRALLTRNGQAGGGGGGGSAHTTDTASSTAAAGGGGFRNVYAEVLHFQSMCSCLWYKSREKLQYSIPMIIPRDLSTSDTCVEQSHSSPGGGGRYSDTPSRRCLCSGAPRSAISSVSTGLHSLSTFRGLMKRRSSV
Dyrk1A ADPGlo = Dyrk1A (rat) kinase inhibition. inhibition, % at 12.5 µM. ADP-Glo luminescence, NFATc1 peptide. AID 504441. Q63470. actives 0.43% (n = 310,000); in the data active means inhibition above about 50%;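 further: plate controls were vehicle with enzyme for no effect and no enzyme for full effect; many of its hits are not listed in these tables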
* marks the source's active call; other numbers are inactive results; i = inactive. Only part of the results is shown (hit frequency here may not be typical).

A first look (2 entries):
Fields – Dyrk1A ADPGlo | KCNK3 block
- COCCNC(=O)Nc1ccc2nc(-c3ccco3)c(-c3ccco3)nc2c1
  -2 | i
- O=c1[nH]nc(Br)c(=O)n1C(c1ccccc1)c1ccccc1
  -3 | i

All compounds of this part, from the start:
Fields – Dyrk1A ADPGlo | KCNK3 block
- COCCNC(=O)Nc1ccc2nc(-c3ccco3)c(-c3ccco3)nc2c1
  -2 | i
- O=c1[nH]nc(Br)c(=O)n1C(c1ccccc1)c1ccccc1
  -3 | i
- COC1=CC(=O)C=C(OC)C1=O
  -3 | i
- O=C1C2CCCN2C(=S)N1c1cc(Cl)ccc1Cl (stereo not drawn)
  -6 | i
- Clc1ccc(C=Cc2ccccn2)cc1
  -2 | i
- CN(CC(=O)Nc1ccc(OC(F)(F)F)cc1)C(=O)Cc1ccc2c(c1)CCC2
  -3 | i
- O=C(Nc1ccccc1N1CCOCC1)C1=NN(c2ccccc2)C(=O)CC1
  4 | i
- CC1CCCC(NC(=O)COC(=O)COc2ccc(Br)cc2)C1C (stereo not drawn)
  -4 | i
- CNC(=O)c1[nH]cnc1C(=O)Nc1ccccc1
  2 | i
- C#CCOCCOCCOCCNc1nc(N2CCN(C(=O)[C@H](C)n3cc(CCC(=O)O)nn3)CC2)nc(N2CCN(C(=O)[C@H](C)n3cc(CCC(=O)O)nn3)CC2)n1
  -2 | i
- O=C(NNc1c(F)c(F)cc(F)c1F)C1CCN(S(=O)(=O)c2ccccc2F)CC1
  -2 | i
- OC1(c2ccccc2)CC(c2ccccc2)c2ccccc2O1 (stereo not drawn)
  3 | i
- CC(OC(=O)CN1C(=O)NC2(CCCCC2C)C1=O)c1ccccc1 (stereo not drawn)
  -1 | i
- CCOc1c2ccccc2nn1CCOC
  6 | i
- CC(C)(C)OC(=O)C[C@H]1C/C=C\C[C@H](CC(=O)N[C@H](CO)Cc2ccccc2)C(=O)N[C@H](Cc2ccccc2)COC1=O
  -3 | i

Given in CSV form: 2 of the compounds above
Structure,Dyrk1A ADPGlo,KCNK3 block
O=C(Nc1ccccc1N1CCOCC1)C1=NN(c2ccccc2)C(=O)CC1,4,i
CC1CCCC(NC(=O)COC(=O)COc2ccc(Br)cc2)C1C (stereo not drawn),-4,i

(further entries)
Fields – Dyrk1A ADPGlo | KCNK3 block
- COc1ccc2c(-c3cnc(N4CCOCC4)nc3)c(-c3ccc(S(C)(=O)=O)cc3)sc2c1
  -2 | i
- COc1ccc(OCC(=O)OCC(=O)Nc2cc(S(=O)(=O)N3CCOCC3)ccc2Cl)cc1
  -3 | i
- Cc1cc(=O)[nH]c(SCC(=O)Nc2c(C)n(C)n(-c3ccccc3)c2=O)n1
  1 | i
- COc1cccc(C(=O)COc2cccc(NC(=O)c3cccc([N+](=O)[O-])c3)c2)c1
  -5 | i
- O=C(COC(=O)c1cc(S(=O)(=O)N2CCOCC2)ccc1O)NCc1ccc2c(c1)OCO2
  14 | i
- CN(CC(=O)Nc1ccccc1Cl)CC(=O)c1c(N)n(Cc2ccccc2)c(=O)n(C)c1=O
  -2 | i
- COc1ccc(C(=C(CC(=O)O)C(=O)OC(C)(C)C)c2cc(OC)c(OC)c(OC)c2)cc1OC
  -3 | i
- Cn1c(N)c(C(=O)COC(=O)Cc2ccc(Br)cc2)c(=O)n(C)c1=O
  -5 | i
- CC(=O)Oc1ccccc1C(=O)C=Cc1cccc([N+](=O)[O-])c1
  5 | i
- C=CCn1c(C)cc(-c2csc(NC)n2)c1C
  2 | i
- O=C(CN1CCN(C(=O)C2CC2)CC1)Nc1ccc(Cl)cc1F
  -4 | i
- COC(=O)[C@]1(Cc2ccccc2)N[C@H](CN(C)C(=O)C2CCCCC2)[C@@H]2C(=O)N(C)C(=O)[C@@H]21
  -1 | i
- CN(C(=O)COC(=O)c1cccnc1Cl)C1CCCCC1
  -8 | i
- CCOc1ccc(C(=O)N[C@H](C(=O)Nc2cccc(S(=O)(=O)N3CCOCC3)c2)C(C)C)cc1
  13 | i
- Cc1ccc(CNC(=O)c2cccc3c2C(=O)c2ccc(N4CCC(C)CC4)cc2S3(=O)=O)cc1
  12 | i

(continued)
Fields – Dyrk1A ADPGlo | KCNK3 block
- O=C(Cn1ncc(Cl)c(Cl)c1=O)NC(=O)NC1CCCCC1
  1 | i
- Cc1cc(-c2ccccc2)nc(Nc2nc3c(C)cccc3c(=O)[nH]2)n1
  -4 | i
- C=CCC[C@H](Cc1ccc(F)cc1)C(=O)OC[C@H](Cc1c[nH]c2ccccc12)NC(=O)[C@@H](CC=C)CC(=O)NCCO
  3 | i
- O=C(NCc1ccccc1)c1cccc(NC(=O)C2CCCCC2)c1
  -7 | i
- CCN(CC)S(=O)(=O)c1ccc(N2CCOCC2)c(NC(=O)COc2ccccc2C)c1
  8 | i
- Cc1ccc(NC(=O)CSCC(=O)Nc2ccc(N3CCOCC3)cc2N2CCOCC2)cc1
  11 | i
- O=C(NNC(=S)Nc1ccc(Cl)cc1Cl)c1cccnc1
  5 | i
- O=C(Nc1cccc(S(=O)(=O)NC2=NCCC2)c1)c1ccc(OC(F)F)cc1
  0 | i
- Cc1[nH]nc(C(F)(F)F)c1N=NN1CCOCC1
  4 | i
- CC1Sc2ccc(C(=O)NCc3cccc(C(F)(F)F)c3)cc2NC1=O (stereo not drawn)
  1 | i
- Cc1cc(=O)n2nc(N3CCCC(C(=O)NCCc4ccccc4)C3)sc2n1 (stereo not drawn)
  -5 | i
- COc1ccc(C(CNC(=O)c2ccc(OCc3c(C)noc3C)cc2)N2CCCC2)cc1 (stereo not drawn)
  4 | i
- c1cncc(CNc2ncnc3ccc(-c4ccc5c(c4)OCCO5)cc23)c1
  49 | i
- Cc1cc(NC(=O)COC(=O)c2cnccn2)ccc1Br
  5 | i
- O=C(NC(=S)NCc1ccccc1Cl)c1cccs1
  -6 | i

Random excerpt: three compounds from above, in no set order.
Fields – Dyrk1A ADPGlo | KCNK3 block
- CC1Sc2ccc(C(=O)NCc3cccc(C(F)(F)F)c3)cc2NC1=O (stereo not drawn)
  1 | i
- C#CCOCCOCCOCCNc1nc(N2CCN(C(=O)[C@H](C)n3cc(CCC(=O)O)nn3)CC2)nc(N2CCN(C(=O)[C@H](C)n3cc(CCC(=O)O)nn3)CC2)n1
  -2 | i
- Cn1c(N)c(C(=O)COC(=O)Cc2ccc(Br)cc2)c(=O)n(C)c1=O
  -5 | i

The results go on.
Fields – Dyrk1A ADPGlo | KCNK3 block
- Cc1ccccc1-c1cc(C(=O)NCc2cccc(C(F)(F)F)c2)nn1CC1CC(c2cccc([N+](=O)[O-])c2)=NO1 (stereo not drawn)
  5 | i
- Cc1cccc(OCc2ccccc2)n1
  3 | i
- Cn1ncc2c(=O)[nH]c(N)nc21
  8 | i
- Cc1ccc(SCC(=O)OCC(=O)NCc2ccco2)cc1
  7 | i
- CC1(NS(=O)(=O)c2ccc(Cl)s2)CCS(=O)(=O)C1 (stereo not drawn)
  -4 | i
- CC(C)(C)OC(=O)NCCOC(=O)c1[nH]cnc1C(=O)NCc1ccccc1
  4 | i
- Cc1cccc(C)c1NC(=O)CSc1nc2[nH]c(=O)cc(O)c2s1
  0 | i
- COc1ccc(SCCN2CC[C@@H](O)CCC2=O)cc1
  9 | i
- C=CCNC(=O)c1ccc(Cl)cc1Cl
  -9 | i
- COc1cc(/C=C/C(=O)OCC(=O)NCCC2=CCCCC2)cc(OC)c1OC
  -1 | i
- NS(=O)(=O)c1ccc(CNC(=O)c2cc(S(=O)(=O)N3CCOCC3)c(Cl)cc2Cl)cc1
  3 | i
- COc1cccc(CNC(=O)c2ccc(NC(=O)CC3SC(N4CCCCC4)=NC3=O)cc2)c1 (stereo not drawn)
  1 | i
- CCOC(=O)c1ccc(S(=O)(=O)N2CCN(C(=O)c3ccccn3)CC2)cc1
  -1 | i
- CC(C)(C)OC(=O)C[C@H]1C/C=C\C[C@@H](CC(=O)N(CCO)Cc2ccccc2)C(=O)N[C@H](C(C)(C)C)COC1=O
  -6 | i
- CCOc1ncccc1C(=O)N1CCN(S(=O)(=O)c2ccc3c(c2)OCCO3)CC1
  0 | i

The listing continues:
Fields – Dyrk1A ADPGlo | KCNK3 block
- O=C(Nc1ccc(C(=O)N2CCCCC2)cc1)c1ccccc1
  6 | i
- COc1ccc(OCC(=O)Nc2cc(S(=O)(=O)N3CCCC3)ccc2Cl)cc1
  2 | i
- Cc1nn(CC(=O)OCC(=O)Nc2cccc(S(N)(=O)=O)c2)c(C)c1[N+](=O)[O-]
  6 | i
- CCCCN(C(=O)Cc1ccc2c(c1)OCCO2)c1c(N)n(CC(C)C)c(=O)[nH]c1=O
  -23 | i
- CN(C(=O)c1ccc(NC(=O)Cc2ccc(NC(=O)C3CCN(C(=O)C4CCC4)CC3)cc2)cc1)C1CC1
  9 | i
- COC(=O)c1ccc(COC(=O)CNC(=O)c2ccc(OC)cc2)cc1
  -5 | i
- Cc1ccc(C(=O)COC(=O)c2cccc(O)c2)s1
  11 | i
- CC(=O)Nc1cc2c(c(Cl)c1Cl)-c1ccccc1C2=O
  10 | i
- C/C=C/C(=O)N[C@@H]1c2ccccc2CC[C@@H]1OCc1ccccc1
  0 | i
- COc1ccc(NC(=O)COC(=O)C2CC2)c(OC)c1
  -4 | i
- CC1CN(C(NC(=O)c2ccccc2)C(Cl)(Cl)Cl)CC(C)O1 (stereo not drawn)
  2 | i
- O=C(NCc1cccc2ccsc12)c1cccs1
  7 | i
- CN(Cc1ccc(Cl)cc1)C(=O)COC(=O)c1ccc(-c2ccc(O)cc2)cc1
  -7 | i
- O=c1c2cnn(-c3ccccc3)c2ncn1Cc1cccc(Cl)c1
  4 | i
- C[C@H](CO)N1C[C@H](C)[C@@H](CN(C)S(=O)(=O)c2ccccc2)Oc2ccc(NS(=O)(=O)c3ccccc3)cc2C1=O
  2 | i

The list continues.
Fields – Dyrk1A ADPGlo | KCNK3 block
- Cc1ccc(S(=O)(=O)N2[C@@H](c3ccccc3)C(C(=O)O)=CC[C@H]2c2cccs2)cc1
  -3 | i
- CCOC(=O)C(Cc1c[nH]c2cc([N+](=O)[O-])ccc12)(NC(C)=O)C(=O)OCC
  7 | i
- Cc1cccc(C)c1NC(=O)CNC(=O)c1ccc(COc2ccccc2)cc1
  -2 | i
- O=C(OCCOc1ccc(F)cc1)c1ccc(S(=O)(=O)N2CCCC2)cc1
  6 | i
- O=C1CSC(=S)N1c1ccccc1
  4 | i
- COC(=O)CCN1CCC2CC1c1cc(Cl)ccc12 (stereo not drawn)
  -5 | i
- O=C(C[C@H]1C/C=C\CC[C@@H](Cc2ccc(F)cc2)C(=O)O[C@@H](c2ccccc2)CNC1=O)N[C@H](CO)Cc1ccccc1
  5 | i
- c1nc(CCO[C@H]2CCCCO2)cc2cc3c(cc12)OCO3
  13 | i
- CCc1nnc(NC(=O)c2cc(S(=O)(=O)N3CCN(CC)CC3)ccc2Cl)s1
  7 | i
- COc1cc(CCC(=O)OCC(=O)Nc2sccc2C(N)=O)cc(OC)c1OC
  7 | i
- Cc1cc(C)cc(OCC(=O)N2CCN(c3ncccn3)CC2)c1
  3 | i
- COC(=O)C1C2CC3c4[nH]c5cc(OC)ccc5c4CCN3CC2CC(OC(=O)CC(C)=O)C1OC (stereo not drawn)
  -1 | i
- CC(c1ccccc1)N1C(=O)OC(C)(C)C1(C)O (stereo not drawn)
  0 | i
- O=C(COc1cccc(F)c1)Nc1nc(-c2ccncc2)cs1
  13 | i
- CCOc1ccc(OCCCC(=O)Nc2cc(Cl)ccc2-n2cncn2)cc1
  -2 | i

(next part)
Fields – Dyrk1A ADPGlo | KCNK3 block
- C[C@H](CO)N1C[C@H](C)[C@@H](CN(C)Cc2ccc(Cl)c(Cl)c2)Oc2c(NC(=O)C3CC3)cccc2C1=O
  5 | i
- NS(=O)(=O)c1ccc(-c2c(-c3ccccc3)sc3ccccc23)cc1
  -2 | i
- Cc1cc(C)cc(NC(=O)COC(=O)Cc2ccccc2F)c1
  0 | i
- CCOC(=O)Cc1csc(NC(=O)c2cc(C)c(C)s2)n1
  2 | i
- CCc1ccccc1NC(=O)CN1CCN(C(=O)c2ccc(OCc3cn4ccccc4n3)cc2)CC1
  1 | i
- CCC1(c2ccccc2)C(=O)N=C(N)N(C#N)C1=O (stereo not drawn)
  -4 | i
- Cc1cccc(N2N=C(C(=O)OCC(=O)c3ccccc3)CCC2=O)c1
  -2 | i
- COc1ccccc1OCC(=O)Nc1oc(-c2ccccc2)c(-c2ccccc2)c1C#N
  -6 | -9.4*
- CCCN(CC(=O)Nc1ccccc1C)C(=O)Cc1c[nH]c2ccccc12
  -4 | i
- COc1ccc(-c2c(-c3ccccc3OC)oc3ccccc23)cc1F
  4 | i
- Fc1ccccc1CSc1ncnc2c1ncn2C1CCCCO1 (stereo not drawn)
  -1 | i
- CCN1CCN(CC(=O)Nc2cc(S(=O)(=O)N(CC)c3ccccc3)ccc2Cl)CC1
  -11 | i
- O=C(N/N=C/c1ccccc1C(=O)O)c1cccc(S(=O)(=O)N2CCCCC2)c1
  -1 | i
- COc1ccc(COC(=O)CN2C(=O)NC3(CC(C)CC(C)(C)C3)C2=O)cc1F (stereo not drawn)
  -1 | i
- CSc1ccccc1C(=O)OCC(=O)N1CCCCCC1
  -5 | i

Complete entries, quoted from the list.
`CCC1(c2ccccc2)C(=O)N=C(N)N(C#N)C1=O` (stereo not drawn) across the screens: Dyrk1A ADPGlo = -4; KCNK3 block = i
`C[C@H](CO)N1C[C@H](C)[C@@H](CN(C)Cc2ccc(Cl)c(Cl)c2)Oc2c(NC(=O)C3CC3)cccc2C1=O` across the screens: Dyrk1A ADPGlo = 5; KCNK3 block = i

The list continues.
Fields – Dyrk1A ADPGlo | KCNK3 block
- NC(=O)c1ncn([C@@H]2O[C@H](CNCc3ccc(OCC(=O)Nc4ccccn4)cc3)[C@@H](O)[C@H]2O)n1
  0 | i
- CCOC(=O)C1=C(C(=O)OCC)N(CC)CCC1=O
  6 | i
- COc1ccc(S(=O)(=O)N2CCN(C(=O)c3ccc4ccccc4n3)CC2)cc1
  1 | i
- O=C(CN1CCc2ccccc21)Nc1ccc2c(c1)OCCCO2
  -2 | i

Screens from PubChem BioAssay.
